From PubChem
HEK293 cAMP cs = qHTS Assay for Agonists of the Thyroid Stimulating Hormone Receptor: Activators of Intracellular cAMP Concentrations in Parental HEK 293. parental HEK293 CNG cAMP sensor, membrane potential fluorescence. Potency, µM (doses to about 57.1 µM), for the others: at the top dose activation, hits mostly activators. 73,000 tested, 2.5% active; note: potency is the fitted concentration of half-maximal effect; % of control where 0% means no effect; nearly all actives have a fitted effect of over 55% in size
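Parental HEK 293 cells stably expressing a modified CNG channel (no TSHR) report cAMP rise as membrane depolarization. Membrane potential dye with 100 uM RO 20-1724 was loaded for 60 min at room temperature, then compound added for 30 min; fluorescence read at 590 nm.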
BRCT inh red = qHTS Assay for Inhibitors of BRCT-Phosphoprotein Interaction (Red Fluorophore); BRCT-phosphopeptide binding, red fluorescence polarization; AID 892, 2007; Potency, µM (highest dose often 76.9 µM), without a hit: at the top dose activity change, negative = inhibition, most hits filed as inhibitors; Breast cancer type 1 susceptibility protein (Homo sapiens), P38398; 75,000 tested, 0.03% active; note: % is set by controls: 0 for no effect and ±100 for the full control effect
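Rhodamine-labelled pBACH1 10-mer (100 nM) bound to BRCT domain (100 nM) at pH 7.3; compounds incubated 12 min room temperature, polarization read. Free peptide defines full inhibition; unlabelled decapeptide titrated as control.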
Casp1 inh = qHTS Assay for Allosteric/Competitive Inhibitors of Caspase-1 | P29466 | Caspase-1 enzyme, Ac-WEHD-AFC fluorogenic rate | Potency, µM (highest dose often 57.5 µM), for inactives: at the highest dose activity change, negative = inhibition, actives largely listed as inhibitors | AID 900, 2007 | 75,000 tested, 0.03% active;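 note: potency is the fitted concentration of half-maximal effect; plate controls were vehicle for no effect and no substrate for full effect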
Target sequence (P29466 120-297 limits assumed): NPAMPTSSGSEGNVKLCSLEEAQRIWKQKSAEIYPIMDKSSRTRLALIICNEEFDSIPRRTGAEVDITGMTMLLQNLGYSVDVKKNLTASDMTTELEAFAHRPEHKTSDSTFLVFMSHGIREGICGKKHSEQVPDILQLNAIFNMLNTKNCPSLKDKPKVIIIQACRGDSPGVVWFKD
Target sequence (P29466 317-404 limits assumed): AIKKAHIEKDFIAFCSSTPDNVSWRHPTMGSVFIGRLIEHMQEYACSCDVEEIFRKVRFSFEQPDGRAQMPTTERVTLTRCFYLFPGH
USP2a inhib = qHTS Assay for Inhibitors of Ubiquitin-specific Protease USP2a | Ubiquitin carboxyl-terminal hydrolase 2 (Homo sapiens), O75604 | USP2a enzymatic assay, qHTS inhibition | Potency, µM (top dose mostly 38.3 µM), without a hit: top-dose activity change, negative = inhibition, hits mostly inhibitors | 60,000 tested, 0.1% active | AID 927, 2007;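 note: potency is the fitted concentration of half-maximal effect; nearly all actives have a fitted effect of over 60% in size; plate controls were DMSO for no effect and NEM full inhibition control for full effect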
Target sequence (O75604 whole entry, looked up): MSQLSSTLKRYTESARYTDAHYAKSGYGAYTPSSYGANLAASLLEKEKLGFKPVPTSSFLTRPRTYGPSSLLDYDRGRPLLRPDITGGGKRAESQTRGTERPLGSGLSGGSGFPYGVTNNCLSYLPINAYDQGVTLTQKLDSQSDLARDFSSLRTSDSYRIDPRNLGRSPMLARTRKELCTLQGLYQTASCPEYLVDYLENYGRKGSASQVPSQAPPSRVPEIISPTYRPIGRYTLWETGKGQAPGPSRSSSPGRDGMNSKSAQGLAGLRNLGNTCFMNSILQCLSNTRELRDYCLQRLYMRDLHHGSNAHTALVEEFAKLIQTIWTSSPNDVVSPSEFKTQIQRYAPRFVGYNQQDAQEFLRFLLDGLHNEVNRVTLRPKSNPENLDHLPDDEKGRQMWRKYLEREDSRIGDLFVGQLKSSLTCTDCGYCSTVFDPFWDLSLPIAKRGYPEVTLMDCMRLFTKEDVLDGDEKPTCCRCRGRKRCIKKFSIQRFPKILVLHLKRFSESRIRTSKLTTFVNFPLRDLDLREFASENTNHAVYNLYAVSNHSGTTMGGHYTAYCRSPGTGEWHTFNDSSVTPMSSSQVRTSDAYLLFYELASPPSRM
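Coupled readout: USP2-cleaved Ub-PLA2 (20nM final) turns over NBD C6-HPC (20uM final), Ex 460nm/Em 535nm after 2.5 h, time-zero read flagging artifacts. Enzyme (20nM final, pH 8.0 Tris) given 30 min RT with compound first; NEM defines full inhibition.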
Casp7 inh = qHTS Assay for Allosteric/Competitive Inhibitors of Caspase-7; P55210; recombinant caspase-7, Ac-DEVD-AFC fluorescence rate; Potency, µM (series often up to 57.5 µM), for the others: top-dose activity change, negative = inhibition, actives largely listed as inhibitors; 75,000 tested, 0.02% active; active = well fitted inhibition curve with a large enough effect in the main read-out, with a control signal flat, not every such curve was filed as active; inconclusive = small, poorly fitted or top-dose-only effect, or a change in a side signal; note: potency is the fitted concentration of half-maximal effect; % of control where 0% means no effect
ERK AVP inh = qHTS Assay for Inhibitors of the ERK Signaling Pathway using a Homogeneous Screening Assay; 72,000 tested, 0.99% active; Potency, µM (doses to about 57.5 µM), without a hit: at the top dose activity, negative = inhibition, most hits filed as inhibitors; HEK293-V1b, vasopressin-stimulated pERK AlphaScreen; AID 995, 2007; note: potency is the fitted concentration of half-maximal effect; % is set by controls: 0 for no effect and ±100 for the full control effect; nearly all actives have a fitted effect of over 55% in size
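HEK293 cells stably expressing V1b receptor, seeded overnight in 1% FBS, were treated with compounds for 30 min at 37C, then stimulated 5 min with 25 nM vasopressin; phospho-ERK read by AlphaScreen SureFire after lysis.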
FLuc inh = qHTS Assay for Inhibitors of Firefly Luciferase; Luciferin 4-monooxygenase (Photinus pyralis), P08659; Potency, µM (titrated, usually from 57.1 µM), inactives show at the highest dose activity change, negative = inhibition, usual class: inhibitors; 72,000 tested, 2.2% active; purified firefly luciferase, luminescence, 8 min; note: potency is the fitted concentration of half-maximal effect; % is set by controls: 0 for no effect and ±100 for the full control effect; nearly all actives have a fitted effect of over 40% in size
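Inhibition of light generation by firefly luciferase from ATP and luciferin was profiled with concentration-response curves per sample, ATP held at 10 uM within the enzyme's linear range. Plates were read by luminescence after an 8-minute ambient incubation.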
Tau filament bind = qHTS Assay for Tau Filament Binding. Microtubule-associated protein tau (Homo sapiens), P10636. recombinant tau filaments, thioflavin S fluorescence, 15 h; filaments grown with octadecylsulfate alongside compound. Potency, µM (series often up to 57.1 µM), inactives show at the top dose activity change, negative = inhibition. 71,000 tested, 2% active;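 note: potency is the fitted concentration of half-maximal effect; % is set by controls: 0 for no effect and ±100 for the full control effect; actives lower thioflavin S fluorescence by blocking filaments or displacing dye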
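ThS-based fibril read: tau 1 uM final, inducer ODS 30 uM final, 37 C for 15 h, ex 450/em 510 nm.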
A350 fluor = qHTS Assay for Spectroscopic Profiling in A350 Spectral Region; AID 590, 2007; max dye-equivalent concentration, M; 59,000 tested, 11% active; Compound autofluorescence, 340/450 nm, Alexa 350 dye-equivalents; active compounds read high; in the data active = max dye-equivalent concentration above about 10 nM; inconclusive = mostly about 1.1 nM to 9.6 nM
CRE-bla Fsk = Cell signaling CRE-BLA (Fsk stim); CHO CRE-bla reporter (cAMP response element driving beta-lactamase), forskolin EC10, beta-lactamase ratio; 71,000 tested, 2.5% active; Potency, µM (doses to about 38.2 µM), for the others: top-dose activity change, negative = inhibition, most hits filed as activators; active = well fitted activation curve with a large enough effect in the signal ratio, with a control signal flat, not every such curve was filed as active; inconclusive = small, poorly fitted or top-dose-only effect, or effect the other way, or a change in a side signal; the % refers to the signal ratio; note: potency is the fitted concentration of half-maximal effect; % of control where 0% means no effect
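CHO CRE-bla cells, overnight plating in Opti-MEM with 0.5% dialyzed FBS; cpd titration + EC10 NKH 477, 3 h 37 °C; CCF4 2 h RT; ex 405/em 460 vs 530 ratio → %Activity, AC50.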
BRCT inh green = qHTS Assay for Inhibitors of BRCT-Phosphoprotein Interaction (Green Fluorophore). BRCA1 BRCT-phosphopeptide binding, green fluorescence polarization. Potency, µM (highest dose often 76.9 µM), for the others: at the top dose activity change, negative = inhibition, actives largely listed as inhibitors. 75,000 tested, 0.05% active. Breast cancer type 1 susceptibility protein (Homo sapiens), P38398;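 note: potency is the fitted concentration of half-maximal effect; plate controls were peptide without protein for full effect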
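Compounds were incubated for 12 min at room temperature with a complex of 100 nM fluorescein-tagged pBACH1 decapeptide and 250 nM His-tagged BRCT protein. Buffer was phosphate pH 7.3 with EDTA, DTT and Tween 20. Disruption of binding lowers the polarization signal.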
Active calls of the source: *; i = inactive; ? = inconclusive; / = not tested or not shown; & = joins results of further samples; [ ] = remark or other dose. Unless noted, calls come from the whole dose curve; as a rule, active = well fitted curve in the direction sought with a large enough effect; inconclusive = small, poorly fitted or top-dose-only effect, or another doubt; inactive = no such curve, though single readings can be large; an effect the other way counts as inactive or inconclusive.

1: COc1ccc(NC(=O)N2CC3(CCN(C(C)=O)CC3)C2)cc1
2: CCOC(=O)C1CCCN(c2c(NCCCN(CC)c3ccccc3)c(=O)c2=O)C1 (stereo unspecified)
3: O=C(COc1ncnc2c(Cl)cc(Cl)cc12)N1CCCCC1
4: O=C(OCCCN1CCCCC1)c1ccc(O)cc1
5: CC1=c2c(oc3cc(O)c(Nc4c(C)cc(O)cc4O)c(C)c23)=CC(=O)C1=Nc1c(C)cc(O)cc1O
6: CCOC(=O)C1CCCN(c2c(NCCCN(C)Cc3ccccc3)c(=O)c2=O)C1 (stereo unspecified)
7: CCOC(=O)NC(Nc1cc(C)ccn1)(C(F)(F)F)C(F)(F)F
8: Cc1ccc(NC(=O)NC2CCN(CC(=O)Nc3nccs3)CC2)cc1

| compound no. | 1 | 2 | 3 | 4 | 5 | 6 | 7 | 8 |
| --- | --- | --- | --- | --- | --- | --- | --- | --- |
| HEK293 cAMP cs | 9% | 7% | 12%[2.29 µM] | -22% | -8%[11.4 µM] | 7% | 8% | -1% |
| BRCT inh red | 0.2% | -1.8% | 0.0% | 1.3% | ? | 0.2% | 1.6% | -1.1% |
| Casp1 inh | -3% | -1% | 0% | 2% | -2%[11.5 µM] | -1% | -1% | 0% |
| USP2a inhib | 1% | 18% | -4% | -7% | / | 5% | 7% | 25% |
| Casp7 inh | 1% | 0% | -1% | 1% | -19%[11.5 µM] | -2% | -1% | 2% |
| ERK AVP inh | -1% | 20% | 15% | 2% | -9%[11.5 µM] | 18% | 19% | 5% |
| FLuc inh | 1%[11.4 µM] | -2% | 0% | 4% | -28%[11.4 µM] | 3% | 0% | -5% |
| Tau filament bind | 4% | -17% | 1% | 6% | 1.6µM* | 2% | -2% | 1% |
| A350 fluor | i | i | ? | ? | ? | i | / | i |
| CRE-bla Fsk | 2% | ? | ? | -8% | -4%[7.6 µM] | -19% | 4% | -11% |
| BRCT inh green | -2.1% | -2.8% | -1.6% | -1.7% | -2.1%[15.4 µM] | -1.0% | -0.7% | -2.7% |

9: Cc1cc(-c2nnc(SCc3cccnc3)o2)no1
10: COc1cc2c(cc1OC)C1Cc3ccc(OC)c(OC)c3CN1CC2 (stereo unspecified)
11: Cn1c(SCC(=O)NCC2CCCO2)nc2c([nH]c3ccccc32)c1=O (stereo unspecified)
12: CCCCCC[C@@H]([C@H](C)O)n1cnc2c(N)ncnc21
13: Cc1sc2ncnc(NCCCn3ccnc3)c2c1C
14: CCCn1c(C)nc2c(N(CCN(C)C)Cc3ccccc3)nc(C)nc21
15: COc1ccc(C(=O)CCC(=O)N2CCN(c3ccc(N4CCOCC4)nn3)CC2)cc1
16: COc1cccc(C2=NOC(C(=O)NCC3CCCO3)C2)c1 (stereo unspecified)
17: O=c1[nH]c(SCc2ccc(Cl)cc2)nc2c1CCC2
18: O=C(O)CCC1=C2c3ccccc3CCN2C(=O)CC1
19: Cc1ccc(O)c(C(=O)CC(=O)c2cccc(F)c2)c1

| compound no. | 9 | 10 | 11 | 12 | 13 | 14 | 15 | 16 | 17 | 18 | 19 |
| --- | --- | --- | --- | --- | --- | --- | --- | --- | --- | --- | --- |
| HEK293 cAMP cs | 8% | ? | 3% | 32µM* | 8% | ? | 7% | 26% | 2% | 2% | 27%[11.4 µM] |
| BRCT inh red | -0.5% | -3.2%&1.1% | 1.1% | -1.7% | 1.0% | -1.5% | 0.9% | -3.1% | -0.2% | 2.0% | 0.0% |
| Casp1 inh | 0% | -6%&1% | 1% | 2% | -2% | -6% | -11% | 0% | -9% | -1% | -2% |
| USP2a inhib | 2% | 6%&10% | 10% | 0% | / | / | / | -3% | 4% | -8% | 27%[7.66 µM] |
| Casp7 inh | 0% | 0%&0% | 1% | 2% | -1% | -1% | -24% | 0% | -1% | -3% | -4% |
| ERK AVP inh | -5% | -24%&-20% | -6% | -3% | ? | ? | -15% | -4% | -3% | -1% | 7% |
| FLuc inh | -6% | 1% | -1% | 5% | 3% | / | -10% | -1% | 0% | -1% | -2% |
| Tau filament bind | -1% | 32% | -1% | -5% | 4% | -20% | -5% | -5% | -3% | 2% | 2µM* |
| A350 fluor | i | i | ? | ? | ? | / | / | i | i | i | / |
| CRE-bla Fsk | 1% | 3% | 5% | 6% | 24% | 13µM* | -1% | ? | 2% | -1% | ? |
| BRCT inh green | 1.5% | -2.1%&-3.2% | -2.2% | 1.1% | -0.4% | 0.1% | -1.5% | -0.8% | -1.1% | -2.1% | -3.4% |

Given bar-delimited: two of the compounds above.
nr | structure | HEK293 cAMP cs | BRCT inh red | Casp1 inh | USP2a inhib | Casp7 inh | ERK AVP inh | FLuc inh | Tau filament bind | A350 fluor | CRE-bla Fsk | BRCT inh green
9 | Cc1cc(-c2nnc(SCc3cccnc3)o2)no1 | 8% | -0.5% | 0% | 2% | 0% | -5% | -6% | -1% | i | 1% | 1.5%
10 | COc1cc2c(cc1OC)C1Cc3ccc(OC)c(OC)c3CN1CC2 (stereo unspecified) | ? | -3.2%&1.1% | -6%&1% | 6%&10% | 0%&0% | -24%&-20% | 1% | 32% | i | 3% | -2.1%&-3.2%

Nine entries from above in another layout:
Results follow in this order: HEK293 cAMP cs | BRCT inh red | Casp1 inh | USP2a inhib | Casp7 inh | ERK AVP inh | FLuc inh | Tau filament bind | A350 fluor | CRE-bla Fsk | BRCT inh green
11. Cn1c(SCC(=O)NCC2CCCO2)nc2c([nH]c3ccccc32)c1=O (stereo unspecified)
→ 3% | 1.1% | 1% | 10% | 1% | -6% | -1% | -1% | ? | 5% | -2.2%
12. CCCCCC[C@@H]([C@H](C)O)n1cnc2c(N)ncnc21
→ 32µM* | -1.7% | 2% | 0% | 2% | -3% | 5% | -5% | ? | 6% | 1.1%
13. Cc1sc2ncnc(NCCCn3ccnc3)c2c1C
→ 8% | 1.0% | -2% | / | -1% | ? | 3% | 4% | ? | 24% | -0.4%
14. CCCn1c(C)nc2c(N(CCN(C)C)Cc3ccccc3)nc(C)nc21
→ ? | -1.5% | -6% | / | -1% | ? | / | -20% | / | 13µM* | 0.1%
15. COc1ccc(C(=O)CCC(=O)N2CCN(c3ccc(N4CCOCC4)nn3)CC2)cc1
→ 7% | 0.9% | -11% | / | -24% | -15% | -10% | -5% | / | -1% | -1.5%
16. COc1cccc(C2=NOC(C(=O)NCC3CCCO3)C2)c1 (stereo unspecified)
→ 26% | -3.1% | 0% | -3% | 0% | -4% | -1% | -5% | i | ? | -0.8%
17. O=c1[nH]c(SCc2ccc(Cl)cc2)nc2c1CCC2
→ 2% | -0.2% | -9% | 4% | -1% | -3% | 0% | -3% | i | 2% | -1.1%
18. O=C(O)CCC1=C2c3ccccc3CCN2C(=O)CC1
→ 2% | 2.0% | -1% | -8% | -3% | -1% | -1% | 2% | i | -1% | -2.1%
19. Cc1ccc(O)c(C(=O)CC(=O)c2cccc(F)c2)c1
→ 27%[11.4 µM] | 0.0% | -2% | 27%[7.66 µM] | -4% | 7% | -2% | 2µM* | / | ? | -3.4%

Not a hit list; any-hit rate near 16%.
